E-sel TNF inh: E-selectin induction blockers in HUVEC – imaging, immunofluorescence, high content, primary screen; AID 1246, 2008; HUVEC TNFa-induced E-selectin immunofluorescence; hit rate 0.71% among 120,000; inhibition, % at 2 µM;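 active = inhibition above the batch mean plus 3 SD, and confirmed as a hit on visual image review, cut at about 43% in these data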;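 note: 0% = TNF-stimulated DMSO wells and 100% = unstimulated control wells; not every result past the cut was called active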
Yeast growth inh: growth inhibitors of yeast BB579 in restrictive medium, primary screen, yeast lifespan-shortening project, S. cerevisiae. OD615, 48 h. inhibition, % at 10 µM. hit rate 0.51% among 140,000;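 active = inhibition above a set limit, 3 SD over the mean compound inhibition, cut at about 44% in these data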; note: inactives centre near -24
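System: DeaD yeast strain BB579; buffer or medium: CSMM-D dextrose restrictive medium; technique: OD at 615 nm; schedule: 4 h cell preincubation, 48 h compound exposure, 30 °C humidified; doses: single 10 µM dose; controls: amphotericin B 10 µg/mL, positive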
HCT116 PTEN-null: growth suppression of PTEN-null HCT116, primary screen, cell-based, CellTiter-Glo | HCT116 PTEN-null viability, 60 h; stronger effect = lower value | viability, % at 10 µM | hit rate 1.2% among 140,000;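 active = viability at or below a set limit, 4 SD under the median of all tested compounds, cut at about 3.7% in these data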;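 note: PTEN knockout HCT116 line with beta catenin targeted HCT116 as companion control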
bCat KO growth: primary screen for growth suppressors in beta-catenin knockout HCT116 cells (colon tumor, human); HCT116 beta-catenin knockout viability, CellTiter-Glo, 60 h; stronger effect = lower value; viability, % at 10 µM; hit rate 1.5% among 140,000;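 active = viability at or under a set limit, the compound median less 4 SD, cut at about 6% in these data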;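 note: 0% = Hyamine 1622 control at 20 µM and 100% = untreated cell control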
NPY-Y2 antag: NPY-Y2 receptor antagonists, primary screen, cell-based; NPY-Y2 expressing cells, antagonist mode; hit rate 0.99% among 140,000; inhibition, % at 2.7 µM; Neuropeptide Y receptor type 2 (Homo sapiens), P49146; in the data active = inhibition above about 17%;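 note: 0% = vehicle with agonist challenge and 100% = reference antagonist with challenge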
Target sequence (P49146 whole entry, looked up): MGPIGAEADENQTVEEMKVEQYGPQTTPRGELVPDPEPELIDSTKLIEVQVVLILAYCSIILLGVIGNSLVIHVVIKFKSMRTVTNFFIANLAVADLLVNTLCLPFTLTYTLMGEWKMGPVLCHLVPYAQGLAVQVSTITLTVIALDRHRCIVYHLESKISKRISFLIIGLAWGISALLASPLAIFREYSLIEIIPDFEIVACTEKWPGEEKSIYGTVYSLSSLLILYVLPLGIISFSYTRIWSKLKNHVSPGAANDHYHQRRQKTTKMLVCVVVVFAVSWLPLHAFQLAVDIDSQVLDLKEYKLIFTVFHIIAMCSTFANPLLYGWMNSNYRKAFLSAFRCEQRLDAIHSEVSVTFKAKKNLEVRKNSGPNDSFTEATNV
MRP-1 activ: H69AR viability gain despite doxorubicin, primary screen, MRP-1 activator project, H69AR cells, CellTiter-Glo | viability rescue | hit rate 0.61% among 140,000 | viability increase, % at 10 µM | AID 799, 2007;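 active = viability gain under doxorubicin at or above a set limit, the compound median plus 3 SD, cut at about 4.7% in these data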;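 note: MRP-1 overexpressing cells given doxorubicin 25 µM after compound pretreatment; 18-22 h compound pretreatment then 72 h with doxorubicin before readout; 0% = doxorubicin-only wells and 100% = vehicle-treated cells without doxorubicin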
Yeast life ext: compounds extending yeast replicative lifespan, primary screen, S. cerevisiae, OD615; S. cerevisiae growth with nicotinamide; deaD strain in restrictive glucose medium; inhibition of the nicotinamide effect, % at 10 µM; hit rate 0.68% among 130,000; AID 775, 2007;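 active = inhibition above a set limit, placed 3 SD over the median of all compounds, cut at about 26% in these data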;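 note: 0% = nicotinamide-treated wells and 100% = cells grown without nicotinamide; some compounds called inactive have numbers as strong as hits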
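Assay system: DeaD-strain S. cerevisiae. Medium: CSMM-D glucose medium, restrictive. Reagent: nicotinamide, 1.5 mM, co-present with compound. Compound: 10 µM single point, 0.25% DMSO. Schedule: culture preincubation 4 h, compound exposure 48 h, both 30 °C. Detection: absorbance at 615 nm.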
Phagocytosis inh: inhibitors of macrophage phagocytosis, primary screen, imaging, J774A.1 cells, IgG beads. J774A.1 macrophage IgG-bead phagocytosis. inhibition, % at 5 µM. hit rate 0.07% among 110,000. AID 1029, 2008;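 active = inhibition above the mean of the plate negative controls plus 5 SD, cut at about 13% in these data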;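 note: phagocytic index as fraction of beads internalized from green versus red external bead signal; plate controls were DMSO negative control for no effect and cytochalasin-D positive control for full effect; some results beyond the cut were filed as inactive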
GALR2 blocker: GALR2 antagonists in receptor-expressing cells, primary screen. Galanin receptor type 2 (Homo sapiens), O43603. antagonist mode. inhibition, % at 4 µM. hit rate 0.39% among 140,000. AID 828, 2007; in the data active = inhibition above about 27%;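 note: cells stimulated with galanin 1-16 at roughly its EC80; 0% = agonist challenge control and 100% = basal control without agonist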
Target sequence (O43603 whole entry, looked up): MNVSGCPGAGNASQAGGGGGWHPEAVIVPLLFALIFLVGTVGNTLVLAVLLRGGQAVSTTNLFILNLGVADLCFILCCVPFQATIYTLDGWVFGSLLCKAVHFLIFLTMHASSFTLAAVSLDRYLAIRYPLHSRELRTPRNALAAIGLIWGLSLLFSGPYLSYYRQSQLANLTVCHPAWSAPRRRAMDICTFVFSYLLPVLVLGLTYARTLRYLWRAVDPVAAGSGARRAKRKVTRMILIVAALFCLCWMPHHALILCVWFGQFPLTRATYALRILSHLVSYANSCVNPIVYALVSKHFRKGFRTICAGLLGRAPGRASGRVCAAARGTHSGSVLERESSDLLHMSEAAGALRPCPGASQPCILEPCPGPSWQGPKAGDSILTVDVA
Measles CPE: compounds protecting cells from measles virus cytopathic effect, primary screen, measles RdRp inhibitor project, single point, MLSMR library, absorbance. hit rate 1.5% among 140,000. protection (pct of control), % at 4 µM. Measles virus-infected cells, CPE protection; in the data active = protection mostly above about 24%, no sharp cut-off; inactive = mostly below about 26%; note: some compounds called inactive have numbers as strong as hits
* marks the source's active call; other numbers are inactive results; & = joins results of further samples.

OCCCN1CCN(CCCOc2ccccc2-c2ccccc2)CC1 was read as E-sel TNF inh 25.2, Yeast growth inh -6.8, HCT116 PTEN-null 86.9, bCat KO growth 86.0, NPY-Y2 antag 4.4, MRP-1 activ -4.2, Yeast life ext 3.6, Phagocytosis inh -0.3, GALR2 blocker 8.4 and Measles CPE 6.1.
`COc1ccc(NC2CS(=O)(=O)CC2OC(=O)c2ccc(F)cc2)cc1` (stereo not given) gave E-sel TNF inh -37.2, Yeast growth inh -57.0, HCT116 PTEN-null 99.1, bCat KO growth 101.6, NPY-Y2 antag -0.9, MRP-1 activ 0.1, Yeast life ext -5.0, Phagocytosis inh -1.6 and GALR2 blocker -5.3.
Screening Cc1cc(C)n(-c2cc(N3CCN(C(=O)c4cccc(F)c4)CC3)ccc2[N+](=O)[O-])n1 returned E-sel TNF inh 25.9, Yeast growth inh -18.5, HCT116 PTEN-null 90.4, bCat KO growth 85.0, NPY-Y2 antag 1.6, MRP-1 activ -1.9, Yeast life ext -4.7, Phagocytosis inh 1.9, GALR2 blocker 5.7 and Measles CPE 11.5.
O=C(CN1C(=O)c2cccc3cccc1c23)NCc1ccc2c(c1)OCO2 was read as E-sel TNF inh 14.4, Yeast growth inh -16.1, HCT116 PTEN-null 81.4, bCat KO growth 92.9, NPY-Y2 antag 4.2, MRP-1 activ -0.5, Yeast life ext -3.9, Phagocytosis inh -0.1, GALR2 blocker 5.2 and Measles CPE 5.9.
For O=C(Cc1ccccn1)Nc1ccccc1 the results were E-sel TNF inh -11.3, Yeast growth inh -11.0, HCT116 PTEN-null 98.5, bCat KO growth 100.9, NPY-Y2 antag 0.2, MRP-1 activ -2.6, Yeast life ext -29.4, Phagocytosis inh -0.1, GALR2 blocker 2.8 and Measles CPE 8.4.
CC1CCCN(Cc2c(O)ccc3c(=O)c(-c4nc5ccccc5s4)c(N)oc23)C1 (stereo not given) was read as E-sel TNF inh -10.1, Yeast growth inh -46.9, HCT116 PTEN-null 0.9*, bCat KO growth 1.0*, NPY-Y2 antag 0.2, MRP-1 activ -5.9, Yeast life ext -12.3, GALR2 blocker 9.7 and Measles CPE 29.1.
c1ccc(-c2cnnc(N3CCOCC3)n2)cc1 was read as E-sel TNF inh 1.4, Yeast growth inh -13.5, HCT116 PTEN-null 89.6, bCat KO growth 102.1, NPY-Y2 antag 0.4, MRP-1 activ -0.1, Yeast life ext -19.1, Phagocytosis inh -1.7, GALR2 blocker -6.7 and Measles CPE 3.5.
Screening CCCCOC(=O)NC(NCC(O)c1ccccc1)(C(F)(F)F)C(F)(F)F (stereo not given) returned E-sel TNF inh -6.7, Yeast growth inh -53.7, HCT116 PTEN-null 94.3, bCat KO growth 86.8, NPY-Y2 antag 5.0, MRP-1 activ -1.1, Yeast life ext -6.2, Phagocytosis inh -0.7, GALR2 blocker 6.8 and Measles CPE 32.4.
Screening CCc1c(C)sc(NC(=O)c2cc(-c3ccc(O)cc3)on2)c1C#N returned E-sel TNF inh -8.3, Yeast growth inh -16.2, HCT116 PTEN-null 102.8, bCat KO growth 87.0, NPY-Y2 antag 6.6, MRP-1 activ -1.9, Yeast life ext -4.7, GALR2 blocker 1.3 and Measles CPE 0.7.
Cc1cc(NC(=O)CSc2nc3ccccc3s2)no1 was read as E-sel TNF inh 27.6, Yeast growth inh -23.8, HCT116 PTEN-null 99.9&103.6, bCat KO growth 99.9, NPY-Y2 antag 1.1, MRP-1 activ -0.1, Yeast life ext -4.2, Phagocytosis inh -0.1, GALR2 blocker 5.5 and Measles CPE 5.3.
COCCCNc1nc2c(c(=O)[nH]c(=O)n2C)n1CC(O)COc1ccccc1 (stereo not given) was read as E-sel TNF inh 2.9, Yeast growth inh -4.9, HCT116 PTEN-null 85.6, bCat KO growth 81.4, NPY-Y2 antag -0.5, MRP-1 activ -2.8, Phagocytosis inh -1.6, GALR2 blocker -0.9 and Measles CPE 6.2.
`COc1ccc(CC(=O)O/N=C(\N)Cc2cccc3ccccc23)cc1` gave Yeast growth inh -10.5, HCT116 PTEN-null 91.0, bCat KO growth 86.2, NPY-Y2 antag 4.7, MRP-1 activ -4.3, Yeast life ext -0.9, Phagocytosis inh -4.9, GALR2 blocker 6.4 and Measles CPE 7.2.
For Cc1cc(NC(=O)CSc2nnc(-c3ccc4c(c3)OCCO4)o2)no1 the results were Yeast growth inh -40.4, HCT116 PTEN-null 99.0, bCat KO growth 91.8, NPY-Y2 antag 2.9, MRP-1 activ -2.6, Yeast life ext 1.9, Phagocytosis inh -0.9, GALR2 blocker -1.5 and Measles CPE 6.2.
Screening COC(=O)CC/C(O)=C1\C(=O)CC(C)(C)CC1=Nc1ccccc1OC returned E-sel TNF inh 6.6, Yeast growth inh -61.3, HCT116 PTEN-null 85.4, bCat KO growth 104.1, NPY-Y2 antag 2.7, MRP-1 activ -2.4, Yeast life ext -3.1, GALR2 blocker -2.5 and Measles CPE 2.9.
Cc1cc(C)c2c(=O)n(CC(=O)NCCCN3CCN(c4ccccc4F)CC3)sc2n1 was read as E-sel TNF inh 5.0, Yeast growth inh -33.2, HCT116 PTEN-null 1.8*, bCat KO growth 1.7*, NPY-Y2 antag 2.9, MRP-1 activ -5.6, Yeast life ext -4.3, Phagocytosis inh -0.4, GALR2 blocker 5.4 and Measles CPE 4.1.
Screening Cc1nnc(SC(=O)N2c3ccccc3Sc3ccccc32)s1 returned E-sel TNF inh 13.7, Yeast growth inh -20.8, HCT116 PTEN-null 9.1, bCat KO growth 17.1, NPY-Y2 antag -0.6, MRP-1 activ -5.5, Yeast life ext -10.3, Phagocytosis inh -1.6, GALR2 blocker 13.5 and Measles CPE 13.7.
For CCOP(=O)(c1ccccc1)c1nc(-c2ccc(F)cc2)oc1N1CCCCC1 (stereo not given) the results were Yeast growth inh -41.1, HCT116 PTEN-null 70.2, bCat KO growth 78.2, NPY-Y2 antag 4.9, MRP-1 activ -3.9, Yeast life ext 0.5, Phagocytosis inh -0.4, GALR2 blocker -9.5 and Measles CPE 3.9.
Screening CN(C(=O)c1ccno1)c1nnc(-c2ccccn2)s1 returned E-sel TNF inh 1.6, Yeast growth inh 7.3, HCT116 PTEN-null 94.1, bCat KO growth 93.3, NPY-Y2 antag -1.0, MRP-1 activ -1.3, Yeast life ext -17.4, GALR2 blocker 1.9 and Measles CPE 8.5.
For CCOc1cccc2cc(C(=O)N3CCc4ccccc43)c(=O)oc12 the results were E-sel TNF inh -16.8, Yeast growth inh -17.2, HCT116 PTEN-null 87.8, bCat KO growth 89.8, NPY-Y2 antag -0.9, MRP-1 activ -2.3, Yeast life ext -4.0, Phagocytosis inh 0.8, GALR2 blocker -0.7 and Measles CPE 19.9.
`CC(=O)C1=C(C)Nc2ncnn2C1c1ccc(Cl)cc1` (stereo not given) gave E-sel TNF inh 8.2, Yeast growth inh -13.6, HCT116 PTEN-null 102.8, bCat KO growth 101.5, NPY-Y2 antag -0.3, MRP-1 activ 0.8, Yeast life ext -8.3, Phagocytosis inh 0.3, GALR2 blocker 10.4 and Measles CPE 3.0.
Cc1ccc(C)c(NC(=S)Nc2ccc(S(=O)(=O)Nc3ncccn3)cc2)c1 was read as Yeast growth inh -13.6, HCT116 PTEN-null 94.9, bCat KO growth 85.2, NPY-Y2 antag 0.9, MRP-1 activ -3.2, Yeast life ext 0.6, Phagocytosis inh -8.3, GALR2 blocker 3.5 and Measles CPE 7.9.
`CCOC(=O)CNC(=O)Cn1c(C)cc2ccccc2c1=O` gave E-sel TNF inh -28.7, Yeast growth inh -12.0, HCT116 PTEN-null 96.2, bCat KO growth 94.7, NPY-Y2 antag 1.1, MRP-1 activ -2.2, Yeast life ext -6.4, Phagocytosis inh -1.0, GALR2 blocker -7.4 and Measles CPE 2.2.
For COc1ccc(C(=O)CSc2nc3nc(C)cc(C)n3n2)cc1OC the results were E-sel TNF inh -9.8, Yeast growth inh 3.2, HCT116 PTEN-null 95.5, bCat KO growth 108.2, NPY-Y2 antag 2.7, MRP-1 activ -1.0, Yeast life ext -3.3, Phagocytosis inh -0.3, GALR2 blocker 2.5 and Measles CPE 23.9.
For Cc1cccc(N2CCN(C(=O)c3cc(C)oc3C)CC2C)c1 (stereo not given) the results were E-sel TNF inh 2.4, Yeast growth inh 4.9, HCT116 PTEN-null 72.0, bCat KO growth 79.7, NPY-Y2 antag 5.1, MRP-1 activ -3.5, Yeast life ext -1.5, Phagocytosis inh -3.5, GALR2 blocker -6.3 and Measles CPE 12.7.
For COc1ccc(NC(=O)N2CCCC2)cc1OC the results were Yeast growth inh 11.2, HCT116 PTEN-null 99.2, bCat KO growth 91.8, NPY-Y2 antag -2.1, MRP-1 activ -0.6, Yeast life ext -4.8, GALR2 blocker 14.3 and Measles CPE 6.5.
Screening Cc1onc(-c2ccccc2)c1C(=O)Nc1cccc(OC(C)C)c1 returned E-sel TNF inh -5.3, Yeast growth inh -63.4, HCT116 PTEN-null 92.6, bCat KO growth 88.9, NPY-Y2 antag 6.1, MRP-1 activ -0.5, Yeast life ext -4.4, Phagocytosis inh 0.4, GALR2 blocker -15.9 and Measles CPE 2.0.
`Cc1nc(N2CCN(C(=O)c3ccco3)CC2)c2c3c(sc2n1)CCC3` gave E-sel TNF inh -0.3, Yeast growth inh 7.5, HCT116 PTEN-null 74.0, bCat KO growth 68.2, NPY-Y2 antag 5.2, MRP-1 activ -0.7, Yeast life ext -12.8, Phagocytosis inh -0.2, GALR2 blocker -0.1 and Measles CPE 13.9.
Screening Cc1cc(Cl)ccc1N=C1N=C(N)c2ccccc21 returned Yeast growth inh -26.3, HCT116 PTEN-null 78.4, bCat KO growth 85.4, NPY-Y2 antag 0.8, MRP-1 activ -2.2, Yeast life ext -3.8, Phagocytosis inh -11.4 and GALR2 blocker 2.7.
Screening O=C(c1cncc(Br)c1)N1CCN(c2ccc(N3CCOCC3)nn2)CC1 returned Yeast growth inh -57.6, HCT116 PTEN-null 98.0, bCat KO growth 98.6, NPY-Y2 antag -3.0, MRP-1 activ -0.4, Yeast life ext -3.9, Phagocytosis inh -0.4, GALR2 blocker -6.5 and Measles CPE 19.9.
For Cc1ccc2[nH]c(C(=O)O)c(NC(=O)c3ccccc3[N+](=O)[O-])c2c1 the results were Yeast growth inh -34.1, HCT116 PTEN-null 96.8, bCat KO growth 90.9, NPY-Y2 antag 1.4, MRP-1 activ -0.6, Yeast life ext 0.8, Phagocytosis inh -5.4, GALR2 blocker -0.5 and Measles CPE 14.1.
COCCCN1C(=O)C(=O)/C(=C(/O)c2ccc(OCC(C)C)cc2)C1c1cccnc1 (stereo not given) was read as E-sel TNF inh 8.1, Yeast growth inh -25.4, HCT116 PTEN-null 94.5, bCat KO growth 97.7, NPY-Y2 antag 3.6, MRP-1 activ -0.4, Yeast life ext -4.2, Phagocytosis inh 2.4, GALR2 blocker -9.6 and Measles CPE 17.0.

Source: PubChem BioAssay (several laboratories)
